LGR2 inh: inhibitors of bursicon-induced LGR2 CRE-luciferase signal, primary screen, cell-based, HEK293, CRE-luciferase reporter, bursicon stimulation; Drosophila bursicon receptor LGR2 (rickets); AID 720647, 2013; bursicon-stimulated, 4 h; inhibition, % at 9.99 µM; 380,000 compounds, 0.35% hits;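 active = drop in luminescence signal, shown as inhibition above about 50% in the replicate tests, limit read from the data, passing the limit was not always enough; inconclusive = probably only some replicates passing the limit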;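 also: agonist challenge used bursicon conditioned medium at about half maximal strength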
PAX8 inh HTS: inhibitors of PAX8-driven TPO luciferase reporter, primary screen, RMG-I cells, single concentration | SteadyGlo, 24 h | 360,000 compounds, 1.2% hits | inhibition, % at 12.6 µM | AID 652154, 2013;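 active = mean replicate inhibition at least 60% with every replicate also reaching 60%; inconclusive = only one of the two criteria is met; inactive = mean below 60% and not all replicates reaching 60%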;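 also: luciferase light reporting Pax8 driven TPO promoter activity; plate controls were median of neutral control wells for no effect and mitoxantrone controls for full effect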
CASP6 VEID inh: human caspase-6 inhibitors, primary screen, biochemical, VEID-R110 fluorescence, single point, set 2; purified caspase-6, Z-VEID-R110 cleavage fluorescence; 350,000 compounds, 0.53% hits; AID 686996, 2013; inhibition, % at 12.5 µM;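 active = mean inhibition across replicates at least about 35%, with every replicate also reaching that limit, limit read from the data; inconclusive = only one of the two criteria met; inactive = neither criterion met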;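 also: 0% = median of neutral control wells and 100% = no fluorescence left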
Target sequence (P55212 24-179 limits assumed): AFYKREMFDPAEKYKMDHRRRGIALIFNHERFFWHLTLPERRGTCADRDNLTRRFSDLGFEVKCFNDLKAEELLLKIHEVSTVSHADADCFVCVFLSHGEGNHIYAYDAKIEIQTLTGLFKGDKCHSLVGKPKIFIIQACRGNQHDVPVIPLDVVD
Target sequence (P55212 194-293 limits assumed): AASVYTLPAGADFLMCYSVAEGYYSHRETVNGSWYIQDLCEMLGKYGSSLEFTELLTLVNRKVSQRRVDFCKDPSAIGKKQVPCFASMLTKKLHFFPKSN
ARNT TACC3 PPI: disruptors of ARNT/TACC3 protein interaction, primary screen, biochemical, AlphaScreen, single concentration. AlphaScreen His-ARNT PAS-B/GST-TACC3 binding, luminescence; TACC3 fragment carries E629A point mutation. 390,000 compounds, 0.66% hits. Transforming acidic coiled-coil-containing protein 3 (Homo sapiens), Q9Y6A5. AID 623870, 2012. inhibition, % at 9.99 µM;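 active = mean inhibition of replicates at least 50% and at least half of replicates each reaching 50%; inconclusive = half or more replicates reach 50% but mean below 50%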;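 also: 0% = complete ARNT plus TACC3 wells and 100% = ARNT alone without TACC3; many hits fall short of the cut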
EWS-Fli block: EWS/Fli-driven NR0B1 reporter inhibitors, primary screen, A673 cells, NR0B1 luciferase, luminescence, MLPCN library. viability-normalised. inhibition, % at 12.6 µM. 350,000 compounds, 0.67% hits;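 active = mean inhibition of at least 50% after viability correction, with every replicate also passing that limit; inconclusive = mean reaches 50% but only one of two replicates passes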;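 also: firefly luciferase signal divided by Alamar Blue viability fluorescence both relative to DMSO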
DENV2 CPE: inhibitors of DENV2 cytopathic effect, primary screen, cell-based, plate reader, single concentration; CPE inhibition, % at 9.99 µM; DENV2-infected cells, cytopathic effect rescue; 350,000 compounds, 1.7% hits; in the data active = CPE inhibition above about 20%, passing the limit was not always enough; inconclusive = no clear call, values can overlap the other calls; tested in BHK-21 cells;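 also: 0% = median of neutral control wells and 100% = median of positive control wells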
SIRT5 inh: SIRT5 desuccinylase inhibitors, primary screen, biochemical, fluorescence imaging, single point, set 5; NAD-dependent protein deacylase sirtuin-5, mitochondrial (Homo sapiens), Q9NXA8; Purified SirT5, succinyl-peptide AMC, trypsin-coupled fluorescence; inhibition, % at 15 µM; 330,000 compounds, 1.1% hits; in the data active = inhibition above about 15%; inconclusive = no clear call, values can overlap the other calls
Target sequence (Q9NXA8 whole entry, looked up): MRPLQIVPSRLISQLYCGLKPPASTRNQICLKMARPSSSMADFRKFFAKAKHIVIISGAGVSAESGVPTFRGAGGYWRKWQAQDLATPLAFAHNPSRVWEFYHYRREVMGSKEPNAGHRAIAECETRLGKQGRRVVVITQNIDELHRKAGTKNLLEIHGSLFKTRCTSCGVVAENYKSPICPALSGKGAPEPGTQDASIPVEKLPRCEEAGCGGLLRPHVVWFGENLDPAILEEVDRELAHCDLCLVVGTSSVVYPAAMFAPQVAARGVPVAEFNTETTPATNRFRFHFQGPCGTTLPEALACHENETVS
* = called active by the depositor; ? = inconclusive; · = no result given.

SMILES	LGR2 inh	PAX8 inh HTS	CASP6 VEID inh	ARNT TACC3 PPI	EWS-Fli block	DENV2 CPE	SIRT5 inh
C[C@H]1CN([C@@H](C)CO)C(=O)c2cc(C#CC3CCCCC3)cnc2O[C@H]1CN(C)S(=O)(=O)c1cccc(F)c1	0	45	-1	7	7	-5	2
CCCNC(=O)Nc1ccc2c(c1)C(=O)N(C)C[C@@H](OC)[C@@H](C)CN(CCC)[C@@H](C)CO2	-11	1	-8	-1	-3	8	0
COc1ccccc1C(C)NC(=O)CCOc1cccc(C)c1 (stereo not given)	5	2	·	-5	-8	-3	0
CC1CCCC(C)N1/N=C/c1ccccc1Br (stereo not given)	1	-10	-3	-36	2	-5	-2
CC1(C(=O)Nc2ccc3c(c2)OCO3)CCN1C(=O)c1ccccc1 (stereo not given)	10	-6	-1	·	-21	-9	·
O=S1(=O)N[C@@H](Cc2ccccc2)COc2cccc(N3CCSCC3)c21	-3	0	-1	·	0	12	-1
CO[C@H]1CN(C)C(=O)c2cc(NC(=O)Nc3ccc(Cl)cc3)ccc2OC[C@@H](C)N(C)C[C@@H]1C	7	27	1	12	22	?	-2
CCCCCN(C(=O)CCC(=O)OCC(=O)N(C)Cc1ccccc1C)c1c(N)n(CCCC)c(=O)[nH]c1=O	-5	7	-1	-5	-6	-10	0
Cc1noc(C)c1NC(=O)N(C)C[C@@H]1Oc2ccc(NS(=O)(=O)c3cn(C)cn3)cc2C(=O)N([C@@H](C)CO)C[C@H]1C	-4	·	-1	-3	-5	-3	0
O=C(Nc1cccc(F)c1)N1CCCCN2[C@H](CO)[C@@H](c3ccc(C#Cc4ccccc4)cc3)[C@H]2C1	23	116*	1	23	42	1	2
C=CCNC(=O)c1onc(CSc2cccc(OC)c2)c1C(=O)O	4	2	-2	-4	-2	9	·
CC/C(=N\NC(=O)c1nnn(-c2nonc2N)c1-c1ccc2c(c1)OCO2)c1ccccc1	-20	-8	-2	2	-2	-4	-5
O=C1CS(=O)(=O)C(c2ccccc2)N1c1ccc(Cl)cc1 (stereo not given)	·	-10	0	-9	-8	-2	0
CCOC(=O)Cc1ccc(Nc2nc3cc(-c4ccccc4C)sc3c(=O)n2C)cc1	-15	-1	-1	·	9	-1	-2
CC(=O)N1c2ccc(S(=O)(=O)N3CCCC(C(=O)Nc4ccc(C)cc4C)C3)cc2CC1C (stereo not given)	-12	18	0	-4	4	7	·
CCOC(=O)c1csc(NC(=O)CCS(=O)(=O)c2ccc(Cl)cc2)n1	-9	84*	1	·	0	3	·
CN1C(=O)c2cc(NC(=O)Cc3cccs3)ccc2OC[C@H]2O[C@H](CC(=O)NCc3ccc(-c4ccccc4)cc3)CC[C@@H]21	-5	17	2	-1	1	1	-3
O=C(c1ccc(C(F)(F)F)cc1)N1CCC(=O)N([C@H](COCc2ccc(C(F)(F)F)cc2)Cc2ccccc2)CC1	8	11	-2	·	18	-1	·
CN(C)Cc1c(O)ccc2c(=O)c(-c3ccc(Cl)cc3)coc12	10	-17	-3	2	-30	13	-7
CCCc1cc(-c2n[nH]c(=S)n2-c2cccc(C)c2)cs1	-1	-25	2	-14	-2	-6	4
CO[C@H]1CN(C)C(=O)c2cc(NS(C)(=O)=O)ccc2OC[C@H](C)N(C(=O)CC2CC2)C[C@H]1C	-2	-19	2	-13	6	10	1
C[C@H]1CN([C@@H](C)CO)C(=O)c2cccc(NC(=O)c3cnccn3)c2O[C@H]1CN(C)S(C)(=O)=O	11	·	-1	-8	-5	5	-3
C[C@@H]1CN([C@@H](C)CO)C(=O)c2cccc(NC(=O)Nc3ccc(F)cc3)c2O[C@H]1CN(C)C(=O)Nc1ccc2c(c1)OCO2	0	·	5	-1	9	2	8
C[C@H](CO)N1C[C@H](C)[C@H](CN(C)CC2CCCCC2)Oc2c(NC(=O)C3CCCCC3)cccc2C1=O	7	-10	-1	-10	-1	-6	1
CC(C)C1C(=O)N(Cc2cn(Cc3ccco3)nn2)CCS(=O)(=O)N1Cc1ccc(-c2ccc(Cl)c(Cl)c2)cc1 (stereo not given)	-4	17	3	·	4	-1	0
Cc1cccc2cc3cccc(C)c3nc12	-3	-10	-1	·	3	12	-5
C=CCOc1ccccc1CN1CCN(CCc2ccccc2)C(CCO)C1 (stereo not given)	0	41	-4	5	-5	4	-3
CO[C@H]1CN(C)C(=O)c2cc(NC(=O)C3CCC3)ccc2OC[C@@H](C)N(C(=O)NC(C)C)C[C@H]1C	2	-6	2	-1	1	4	2
CC=Cc1ccc2n(c1=O)C[C@H]1[C@H](CO)[C@@H](C(=O)Nc3ccc(-c4ccccc4)cc3)[C@@H]2N1C(=O)CC (mixture of isomers)	-11	17	2	7	4	-3	-8
CCOC(=O)c1ccc(-n2c(CN3CCC(C(N)=O)CC3)nc3ccc([N+](=O)[O-])cc3c2=O)cc1	-16	16	3	5	-18	-12	0
Cc1c(NC(=O)CSc2ccc3ccccc3n2)c(=O)n(-c2ccccc2)n1C	-15	27	7	-4	6	-7	3
Cc1ccc(/C=C/C(=O)O)cc1S(=O)(=O)Nc1ccc(C(=O)O)cc1	8	2	28	-6	0	-4	0
CCN1C(=O)[C@H]2[C@@H](c3ccc(SC4CCCCC4)cc3)N[C@@](CC(C)C)(C(=O)OC)[C@H]2C1=O	17	-11	0	-1	6	2	-2
O=C(CCCN1C(=O)NC2(CCCC2)C1=O)Nc1ccc(F)cc1	0	-9	0	·	3	1	-4
C/C=C/c1ccc([C@H]2[C@H](CO)N(C(=O)C3CC3)C23CN(C(=O)NC(C)C)C3)cc1	-3	·	-1	·	0	-5	3
COCCNC(=O)C1CC(c2ccccc2[N+](=O)[O-])=NO1 (stereo not given)	-7	12	·	-4	-21	?	·
CCCCNC(=O)/C=C1\Sc2ccccc2NC1=O	-18	-6	·	-4	-19	·	·
N#C[C@H]1[C@@H](c2ccc(-c3ccc(F)cc3)cc2)[C@H](CO)N1C(=O)Cc1ccccc1	13	18	-3	17	-11	5	0
S=C(Nc1ccccn1)Nc1ccccc1Cl	-47	-82	5	3	-54	11	-4
O=C(Nc1ccc2c(c1)[C@H]1C[C@@H](CC(=O)N3CCOCC3)O[C@H](CO)[C@H]1O2)Nc1ccccc1F	-12	-14	5	-8	-1	?	-2
C[C@@H]1CN([C@@H](C)CO)C(=O)c2cc(C3=CCCCC3)cnc2O[C@@H]1CN(C)S(=O)(=O)c1cn(C)cn1	23	-14	13	-2	3	?	-2
CCN(CC)S(=O)(=O)c1ccc(N/N=C/c2ccccc2OCC(=O)O)c([N+](=O)[O-])c1	-4	-14	6	-2	-5	1	6
CCc1cc2c(=O)[nH]c(-c3ccncc3)nc2s1	-5	-9	-4	1	8	?	0
CC(NC(=O)CN1CCN(S(=O)(=O)c2ccc(Br)cc2)CC1)c1ccccc1 (stereo not given)	15	-1	0	0	-3	6	0
CCOC(=O)c1c(C)[nH]c(C(=O)OCC(=O)NCc2ccc(OC)c(OC)c2)c1C	-4	18	-3	-1	2	1	-4
C[C@H]1CN([C@@H](C)CO)C(=O)c2cc(-c3cccnc3)cnc2O[C@@H]1CN(C)C(=O)NC1CCCC1	19	·	-1	·	-12	-7	0
C[C@@H]1CN([C@@H](C)CO)C(=O)c2cc(NC(=O)Cc3ccccc3)ccc2O[C@H]1CN(C)C(=O)Nc1ccc(C(F)(F)F)cc1	0	10	8	0	·	5	8
C[C@H](CO)N1C[C@H](C)[C@H](CN(C)CC2CCCCC2)Oc2c(NC(=O)c3ccc(-c4nccs4)cc3)cccc2C1=O	-11	11	-4	-5	7	12	13
Cc1ccc(C(=O)C(C)OC(=O)Cn2[nH]c(=O)c3ccccc3c2=O)cc1C (stereo not given)	3	14	2	-2	·	-7	-1
COc1ccc(CN(C)C[C@H]2Oc3ccc(NC(=O)Cc4ccccc4)cc3C(=O)N([C@H](C)CO)C[C@H]2C)cc1	22	5	-1	5	·	-2	4
Cc1noc(C)c1S(=O)(=O)Nc1ccc2c(c1)CC(=O)N([C@@H](C)CO)C[C@@H](C)[C@@H](CN(C)C(=O)NC(C)C)O2	10	-2	0	·	0	5	7
CC(C)CC#Cc1ccc([C@H]2[C@H](CO)N3CCCCN(S(=O)(=O)Cc4ccccc4)C[C@@H]23)cc1	12	47	-4	2	19	10	-12
CC(C)c1cccc(C(C)C)c1NC(=O)CN1C(=O)NC2(CCCC2)C1=O	-5	17	0	·	-1	-4	-2
Cc1ccc(N2C(=O)N(CC(=O)N3CCOCC3)C(=O)C2C)cc1 (stereo not given)	22	3	0	-13	4	-4	0
NC(=O)COC(=O)/C=C/c1ccc(S(=O)(=O)N2CCCCCC2)cc1	8	-94	3	1	6	-4	-2
COc1ccccc1C(CNC(=O)c1ccc(S(=O)(=O)N2CCCCC2)cc1)N(C)C (stereo not given)	0	-84	-3	-1	4	2	-3
NC(=O)c1ccc(NC(=O)CS(=O)(=O)c2cn(CC(=O)N3CCCCC3)c3ccccc23)cc1	3	7	-1	-5	-4	11	2
Nc1nc(NC(=O)CCC(=O)O)nn1-c1ccccc1	8	-14	-1	18	1	1	-6
CCNC(=O)C[C@@H]1CC[C@H]2[C@H](COc3ccc(NC(=O)Nc4ccc(Cl)cc4)cc3C(=O)N2C)O1	-5	11	0	-10	-2	2	-1
CC(=O)C[C@@H]1SC[C@H](c2ccccc2)N1S(=O)(=O)c1ccc(C)cc1	-3	-19	2	·	1	11	-2

Continuation.
SMILES	LGR2 inh	PAX8 inh HTS	CASP6 VEID inh	ARNT TACC3 PPI	EWS-Fli block	DENV2 CPE	SIRT5 inh
CCCC#Cc1ccc2c(c1)O[C@H](CN(C)S(=O)(=O)c1cccc(F)c1)[C@@H](C)CN([C@H](C)CO)S2(=O)=O	5	·	0	-2	29	-7	-1
Cc1ccc(NC(=O)CN2CCN(C(=O)c3ccco3)CC2)cc1S(=O)(=O)N(C)C	15	17	1	-5	-2	-5	0
Cc1nn(-c2ccccc2)c2nc(N)c(C#N)c(-c3ccc(C(C)(C)C)cc3)c12	·	4	14	-9	17	-10	-4
Cc1cccc(-c2ccc([C@@H]3[C@@H](CO)N4C(=O)CN(C(=O)c5cccnc5)C[C@H]34)cc2)c1	1	13	0	·	-4	21*	-6
CCN(C(=O)Cn1ccc(C(F)(F)F)n1)c1c(N)n(Cc2ccccc2)c(=O)[nH]c1=O	3	-125	-2	·	2	13	-2
O=C(C[C@@H]1C=C[C@H](NC(=O)CC2CC2)[C@@H](CO)O1)NCC(F)(F)F	-8	·	1	13	·	0	7
O=C(NCc1ccccc1Cl)C1CCC(=O)N(CC2CCCCC2)C1 (stereo not given)	1	·	-5	2	-7	2	-1
CCC1CCCCN1C(=O)CSc1nc(N)cc(N)n1 (stereo not given)	-25	28	3	11	4	5	4
COc1ccc(OCCn2c(C)nc3ccccc32)cc1	1	-10	3	·	-3	-3	-2
CO[C@H]1CN(C)C(=O)c2ccc(NC(=O)Nc3cccc(F)c3)cc2OC[C@H](C)N(C(=O)C2CC2)C[C@@H]1C	4	·	0	·	-7	8	·
C[C@@H]1CN([C@H](C)CO)S(=O)(=O)c2ccc(Br)cc2O[C@@H]1CN(C)C	-10	·	0	-8	-4	7	-1
COC(=O)c1ccccc1NC(=S)N1CCN(c2ccccc2)CC1	2	-3	3	4	-6	-2	-7
O=C(CSc1n[nH]c(=O)n1-c1ccc2c(c1)OCCO2)Nc1ccccc1	12	-7	-5	-9	-4	-4	-2

Three entries already listed, sorted by molar mass, falling.
SMILES	LGR2 inh	PAX8 inh HTS	CASP6 VEID inh	ARNT TACC3 PPI	EWS-Fli block	DENV2 CPE	SIRT5 inh
C[C@@H]1CN([C@H](C)CO)S(=O)(=O)c2ccc(Br)cc2O[C@@H]1CN(C)C	-10	·	0	-8	-4	7	-1
O=C(NCc1ccccc1Cl)C1CCC(=O)N(CC2CCCCC2)C1 (stereo not given)	1	·	-5	2	-7	2	-1
COc1ccc(OCCn2c(C)nc3ccccc32)cc1	1	-10	3	·	-3	-3	-2
